Hsp70 inhibitors: small molecules displacing fluorescent ligand from Hsp70 – biochemical, fluorescence polarization, primary screen (AID 583) | displacement, % at 20 µM, or IC50 in µM where a hit was titrated | 0.06% of 140,000 active | Hsp70 fluorescence polarization probe displacement, mP; higher % means a stronger effect; in the data active means displacement above about 50%;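 further: plate controls were vehicle for no effect and reference ligand for full effect; a part of the inactive calls stands beside numbers as strong as those of hits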
MKP-3 inhibition: inhibition of rat DUSP6 enzyme activity – biochemical, in vitro, primary screen (AID 425); 0.17% of 110,000 active; recombinant MKP-3 phosphatase activity, fluorescence; higher % means a stronger effect; one-dose inhibition, % at 20 µM; IC50 in µM for titrated hits; in the data active means inhibition above about 50%;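 further: plate controls were vehicle for no effect and reference inhibitor for full effect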
Starred values were filed as active, the others as inactive; / = not tested or not shown; & = joins results of further samples.

SMILES | Hsp70 inhibitors | MKP-3 inhibition
CC(C)OC1N/C(=N\[N+](=O)[O-])N(C)C1OC(C)C (centres undefined) | 2.7% | 2%
O=C(Nc1ccc(Cl)cc1C(=O)c1ccccc1)c1ccc(S(=O)(=O)N2CCCCC2)cc1 | -0.7% | 1%
Cc1cnn(C2CCN(C)CC2)c1N | 7.6% | -4%
O=C(CN1CCCC1=O)N1CCOCC1 | 6.3% | 1%
CCOP(=O)(C(NC(=O)c1ccccc1Cl)=C(Cl)Cl)c1ccccc1 (centres undefined) | 9.7% | /
O=[N+]([O-])c1ccc(NCCCN2CCOCC2)c2cccnc12 | 6.4% | 5%
CC(=O)OC1N=C(c2ccccc2)c2cc(C)ccc2NC1=O (centres undefined) | -5.1% | /
CON(C)C(=O)Nc1ccc(Cl)cc1 | -1.1% | -9%
Cc1cccc(NC2=NCCCS2)c1C | -3.6% | -8%
CCc1nc2ccccc2c(=O)n1-c1ccc2ccccc2c1 | 0.4% | 1%
O=c1c2ccccc2nc(CSc2ncnc3nc[nH]c23)n1-c1ccccc1 | -2.9% | -2%
CC(C(N)=O)N1CC(c2ccccc2)CC1=O (centres undefined) | -2.5% | 0%

Reprinted from the part before: five compounds, then new ones.
SMILES | Hsp70 inhibitors | MKP-3 inhibition
CON(C)C(=O)Nc1ccc(Cl)cc1 | -1.1% | -9%
Cc1cccc(NC2=NCCCS2)c1C | -3.6% | -8%
CCc1nc2ccccc2c(=O)n1-c1ccc2ccccc2c1 | 0.4% | 1%
O=c1c2ccccc2nc(CSc2ncnc3nc[nH]c23)n1-c1ccccc1 | -2.9% | -2%
CC(C(N)=O)N1CC(c2ccccc2)CC1=O (centres undefined) | -2.5% | 0%
CC(=O)c1ccc(OC(NC(=O)c2cccc(C)c2)C(Cl)(Cl)Cl)cc1 (centres undefined) | 0.6% | 2%
CCN1CCN(C(=O)COc2ccc(C34CC5CC(CC(C5)C3)C4)cc2)CC1 | -4.9% | 2%
CCC(=O)OC1(c2cccc(C)c2)CC(C)N(C)CC1C (centres undefined) | -0.9% | -9%
O=C(c1cccn2c(=O)c3cc(Cl)ccc3nc12)N1CCC2(CC1)OCCO2 | -2.4% | /
Nc1c(C(=O)OC2CCCCC2)c2nc3ccccc3nc2n1CC1CCCO1 (centres undefined) | 4.2% | -13%
CCCNC(=O)N1C2CCC1CC(O)(c1cccnc1)C2 (centres undefined) | 3.1% | 4%
O=C(CN1CC(c2ccccc2)CC1=O)Nc1cccc(F)c1 (centres undefined) | 0.7% | -3%
O=C(Cc1ccccc1)OC(COCc1ccccc1)CN1CCOCC1 (centres undefined) | 2.1% | -11%
C=CCN1C(=O)NC(=O)C(=Cc2cccn2C)C1=O | 0.2% | 2%
O=C(Cc1ccccc1)N1CCN(Cc2ccco2)CC1 | -1.8% | 1%
O/N=C1\CCC2CN(C3CCCCC3)CC2C1 (centres undefined) | -1.3% | -14%
O=C(CN1CCOCC1)c1ccc2cc[nH]c2c1 | 0.9% | -9%
CC(C)(C)P(=O)(c1ccncc1)N1CCCC1 (centres undefined) | 3.7% | 0%
O=C(c1cc(-c2cccnc2)nc2ccccc12)N1CCC2(CC1)OCCO2 | 9.7% | 2%
Cc1cc(Br)ccc1N1C(=O)CC(=O)NC1=O | 6.7% | -8%
COc1ccc(CCNC(C)CCc2ccc(OC)cc2)cc1 (centres undefined) | -4.9% | /
Cc1sc2ncn(CC(=O)NCC(=O)N3CCC4(CC3)OCCO4)c(=O)c2c1C | 0.5% | /
CN(CN1C(=O)C(=O)c2cc([N+](=O)[O-])ccc21)[N+](=O)[O-] | 13% | 87%*
CCc1c(C)nc(N)nc1N1N=C1SC | -2.5% | /
Cc1n[nH]c(C)c1CCN | -2.3% | -6%
CCOC(=O)[C@@]1(C#N)[C@@H]2C=CC(C(N)=O)=CN2[C@@H](C(N)=O)[C@@H]1c1cccc(Cl)c1 | 2.2% | 10%
COc1ccc(-n2c(-c3ccncc3)nc3ccccc3c2=O)cc1 | 3.6% | 1%
CC(C)CCn1c(N)c(C(=O)OCC2CCCO2)c2nc3ccccc3nc21 (centres undefined) | 4.6% | -5%
CNCCc1c(C)n[nH]c1C | 0.1% | 3%

Random excerpt: two entries already listed
SMILES | Hsp70 inhibitors | MKP-3 inhibition
CCc1c(C)nc(N)nc1N1N=C1SC | -2.5% | /
Cc1n[nH]c(C)c1CCN | -2.3% | -6%

Remaining list, next part
SMILES | Hsp70 inhibitors | MKP-3 inhibition
O=c1[nH]c(=O)n(Cc2ccccc2)c(O)c1C=NCCN1CCOCC1 | -3.6% | 10%
CCc1ccc(CNCCc2c[nH]c3ccccc23)cc1 | -2.0% | 5%
COc1ccc(CCNCc2cccnc2)cc1 | 0.4% | 0%
O=C1NC(=S)NC(=O)C1=Cc1cccc(OS(=O)(=O)c2ccc3ccccc3c2)c1 | -0.4% | 6%
Cn1c(O)c(C=NCCN2CCN(C(=O)c3ccccc3)CC2)c(=O)n(C)c1=O | 11%&4.5% | -5%&4%
CN1CCN(c2ncnc3ccc(Br)cc23)CC1 | -2.3% | -11%
CCCSc1nc(O)c(CC)c(=O)n1C(C)CC (centres undefined) | -2.0% | 1%
COc1ccc(Cl)cc1NC1=NCC(C)S1 (centres undefined) | -0.5% | /
COc1cc(/C=C2\C(=O)NC(=O)N(c3ccc(Br)cc3)C2=O)ccc1O | 0.2% | 2%
O=P1(Nc2cccnc2)COc2ccccc2OC1 | 7.8% | 3%
CCC1(C)CC(CCNCc2ccc(OC)c(OC)c2)(c2ccc(C)cc2)CCO1 (centres undefined) | 2.6% | -3%
CN1C(=O)C(Cc2cccc3ccccc23)C(=O)N(C)C1=O | -4.7% | -10%
COc1ccc(-n2c(/C=C/c3ccco3)nc3ccccc3c2=O)cc1 | -4.8% | 4%
CN1C(=O)N(C)C(=O)C2(Cc3ccccc3N3CCOCC32)C1=O (centres undefined) | 0.2% | 5%
C(#CCN1CCOCC1)COC/C=C/c1ccccc1 | -5.5% | 9%
CCOc1ccc(N2C(=O)CC(=O)NC2=S)cc1 | -3.0% | 0%
Cc1c(C)[n+](=O)c2cc(N3CCN(C)CC3)c(Cl)cc2n1[O-] | 0.0% | 1%
COc1ccc(CC2C(=O)N(C)C(=O)N(C)C2=O)c(OC)c1 | 6.0% | 1%
O=C(c1cc(-c2ccccc2)nc2ccccc12)N1CCC2(CC1)OCCO2 | -1.3% | -10%
O=C1NC(=S)NC(=O)C1CCCC=C(Cl)Cl | 1.0% | 4%
CCCCOC(=O)COc1cc(C)cc2oc(=O)c3c(c12)CCC3 | 0.0%&-2.3% | 0%&3%
Cc1c(Cl)c([N+](=O)[O-])nn1CC(=O)Nc1ccc(Cl)cc1C(=O)c1ccccc1 | 2.3% | 0%
CCCCCn1c(=O)c(C(=O)Nc2ccc(OC)cc2)c(O)c2ccccc21 | 4.1% | -1%
CN1CCN(C(=O)COc2ccc(S(=O)(=O)N(C)Cc3ccccc3)cc2)CC1 | -1.6% | /
CCCCn1c(O)c(C(CC)=Nc2ccc(C(=O)O)cc2)c(=O)[nH]c1=O | -2.7% | 0%
Cc1ccc2c(c1)CC1(CN2C)C(=O)NC(=O)N(CCc2ccccc2)C1=O (centres undefined) | 1.0% | /
COCCOC(=O)c1c(C)oc2ccc(OC(=O)N(C)C)cc12 | 6.5% | -6%
Cc1ccc(C(=O)N2CCN(/C(N)=N/[N+](=O)[O-])CC2)cc1[N+](=O)[O-] | 1.4% | -2%
COc1cccc(-n2c(/C=C/c3ccc4c(c3)OCO4)nc3ccccc3c2=O)c1 | 2.7% | 5%
O=C(c1cc2cc3ccc(Cl)cc3nc2o1)N1CCC2(CC1)OCCO2 | 3.5% | 11%
O=c1[nH]c(=O)n(-c2ccccc2Cl)c(O)c1C=NCCN1CCCCC1 | 12% | /
CC(C)(C)C(=O)CC(O)(c1ccccc1)C(Cl)(Cl)Cl (centres undefined) | 2.4% | -3%
Cc1ccc2nc(N3CCC(C(=O)N4CCC5(CC4)OCCO5)CC3)sc2c1 | -2.3% | 2%
CC1=[N+]([O-])C2(N)CCc3nonc3C2(O)C1 (centres undefined) | 2.6% | -8%
C[N+]1(C)[C@@H]2CC[C@H]1CC(OC(=O)C(CO)c1ccccc1)C2 (some centres undefined) | 1.1% | 3%&-11%
CCOC(=O)CCOCC#CCN(CC)CC | 3.9% | 0%
CCN(CC)C(=O)c1ccc(NC(=O)Cn2nc(C)c3ccccc3c2=O)cc1 | -0.3% | -16%
CC(C)c1ccc(N2C(=O)CC(=O)NC2=S)cc1 | 0.2% | 2%
CN1C(=O)NC(=O)/C(=C/c2ccc(-c3cccc(C(=O)O)c3)o2)C1=O | -0.7% | 0%
CCC(C)OC(=O)c1c(N)n(Cc2cccs2)c2nc3ccccc3nc12 (centres undefined) | 0.7% | /
O=C(Cn1c[n+]([N-][N+](=O)[O-])cn1)Nc1ccc(NC(=O)Cn2c[n+]([N-][N+](=O)[O-])cn2)cc1 | -2.7% | 3%
Cc1ccc(S(=O)(=O)N2CCCC(C(=O)N3CCC4(CC3)OCCO4)C2)cc1 (centres undefined) | -0.3% | 2%
O=C(COc1ccc2ccccc2c1)N1CCN(Cc2ccccc2C(F)(F)F)CC1 | -6.5% | 6%
N#Cc1ccccc1Cn1cc(C(=O)c2ccco2)c2ccccc21 | 1.3% | -3%
COc1ccc(/C=C2\CC3C4CC=C5CC(O)CCC5(C)C4CCC3(C)C2=O)cc1 (centres undefined) | 3.5% | -1%
CCN1CCN(Cc2cc(C(C)(C)C)c(O)c(C(C)(C)C)c2)CC1 | 0.0% | /
CCCCn1c(NC(=O)c2ccco2)c(C(=O)OCC)c2nc3ccccc3nc21 | 7.9% | 39%
Cc1cc(OCc2ccc(F)cc2)c2c3c(c(=O)oc2c1)CCC3 | 6.8% | 4%

Not a retest: entries from further up.
SMILES | Hsp70 inhibitors | MKP-3 inhibition
N#Cc1ccccc1Cn1cc(C(=O)c2ccco2)c2ccccc21 | 1.3% | -3%
COc1ccc(/C=C2\CC3C4CC=C5CC(O)CCC5(C)C4CCC3(C)C2=O)cc1 (centres undefined) | 3.5% | -1%
CCN1CCN(Cc2cc(C(C)(C)C)c(O)c(C(C)(C)C)c2)CC1 | 0.0% | /
CCCCn1c(NC(=O)c2ccco2)c(C(=O)OCC)c2nc3ccccc3nc21 | 7.9% | 39%
Cc1cc(OCc2ccc(F)cc2)c2c3c(c(=O)oc2c1)CCC3 | 6.8% | 4%

(further entries)
SMILES | Hsp70 inhibitors | MKP-3 inhibition
CC(=O)c1cccc(OCC(O)CN2CC=C(c3ccccc3)CC2)c1 (centres undefined) | -0.7% | -8%
C=CCN1C(=O)/C(=C\c2ccc(-c3cccc(Cl)c3Cl)o2)C(=O)NC1=S | -0.9% | 6%
CCN1CCC(O)(c2ccccc2)C(C(=O)c2ccccc2)C1 (centres undefined) | 11% | /
C=C1N2CCC(CC2)C1(O)c1ccccc1C (centres undefined) | -1.3% | -14%
COC(=O)C(O)(c1ccc(NC(=O)c2ccco2)c(OC)c1)C(F)(F)F (centres undefined) | -8.6% | -8%
CCOC(=O)c1c(NC(=O)C23CC4CC(CC(C4)C2)C3)sc2c1CCCC2 | -0.7% | -2%
NC1CCCCC1N=Cc1c(O)n(Cc2ccc(F)cc2)c(=O)[nH]c1=O (centres undefined) | -2.0% | -5%
CC1=C(C(=O)Nc2ccccc2)SCCO1 | -2.2% | -6%
O=c1[nH]c(=O)n(Cc2ccccc2)c(O)c1C=Nc1ccc(CN2CCOCC2)cc1 | -24% | -2%
Cc1nc2ccccc2c(=O)n1-c1cccc(O)c1 | 3.2% | -8%
COC(=O)c1ccc(N2C(=O)CC(N3CCC(n4c(=O)[nH]c5ccccc54)CC3)C2=O)cc1 (centres undefined) | 6.5% | -9%
CC1CCCCN1CC(=O)c1ccc2cc[nH]c2c1 (centres undefined) | -6.6% | -8%
O=[N+]([O-])c1ccc(CN2CCN(Cc3cccc(Br)c3)CC2)cc1 | 3.4% | 2%
CCCCN1C(=O)NC(=O)C2(Cc3ccccc3N3CCOCC32)C1=O (centres undefined) | -4.4% | 10%

Compound profiles (already shown). Values in the order: Hsp70 inhibitors, MKP-3 inhibition
CCN1CCC(O)(c2ccccc2)C(C(=O)c2ccccc2)C1 (centres undefined) as listed: 11%, /
CC1CCCCN1CC(=O)c1ccc2cc[nH]c2c1 (centres undefined) as listed: -6.6%, -8%
NC1CCCCC1N=Cc1c(O)n(Cc2ccc(F)cc2)c(=O)[nH]c1=O (centres undefined) as listed: -2.0%, -5%
O=[N+]([O-])c1ccc(CN2CCN(Cc3cccc(Br)c3)CC2)cc1 as listed: 3.4%, 2%
C=CCN1C(=O)/C(=C\c2ccc(-c3cccc(Cl)c3Cl)o2)C(=O)NC1=S as listed: -0.9%, 6%

High-throughput results deposited in PubChem by Sanford-Burnham Center for Chemical Genomics.

These rows are one share of the data (hit frequency here may not be typical).
